Kir21 block – inhibitors of mouse Kir2.1 inward-rectifier potassium channel. Inward rectifier potassium channel 2 (Mus musculus), P35561. HEK293-Kir2.1, FluxOR thallium flux fluorescence; hits give low values. B-score at 10 µM. actives 0.85% (n = 310,000). AID 1672, 2009;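 active = fluorescence ratio B-score at or below minus 3 SD of library scores, with starting-brightness B-score within 2 SD, cut at about -4.2 in these data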;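 note: channel flux triggered by added potassium and thallium sulfate stimulus; B-score of peak minus minimum fluorescence over baseline after thallium stimulus; more negative B-score means stronger Kir2.1 block with less thallium influx; some compounds called inactive have numbers as strong as hits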
Target sequence (P35561 whole entry, looked up): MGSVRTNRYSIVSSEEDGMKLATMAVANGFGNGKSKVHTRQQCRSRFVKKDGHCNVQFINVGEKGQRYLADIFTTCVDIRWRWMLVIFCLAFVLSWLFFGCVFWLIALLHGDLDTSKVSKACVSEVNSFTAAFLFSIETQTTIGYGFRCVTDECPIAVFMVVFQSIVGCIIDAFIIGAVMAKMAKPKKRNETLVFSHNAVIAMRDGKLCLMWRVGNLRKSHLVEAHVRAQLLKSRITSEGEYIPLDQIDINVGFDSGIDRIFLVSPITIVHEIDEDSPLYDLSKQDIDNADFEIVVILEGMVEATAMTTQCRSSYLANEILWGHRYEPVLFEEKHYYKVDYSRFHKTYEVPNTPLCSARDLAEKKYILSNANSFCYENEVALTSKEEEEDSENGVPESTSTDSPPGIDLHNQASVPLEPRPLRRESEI
CHT block – inhibitors of human choline transporter CHT; High affinity choline transporter 1 (Homo sapiens), Q9GZV3; CHT-expressing cells, membrane potential dye, choline response; hits give low values; B-score at 10 µM; actives 0.86% (n = 310,000); AID 488975, 2010;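 active = B-score over 3 SD under the library average, and starting fluorescence ratio not unusually high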;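 note: choline stimulus applied at its EC90 after an EC20 pre-addition; B-score computed on integrated fluorescence ratio after choline addition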
Target sequence (Q9GZV3 whole entry, looked up): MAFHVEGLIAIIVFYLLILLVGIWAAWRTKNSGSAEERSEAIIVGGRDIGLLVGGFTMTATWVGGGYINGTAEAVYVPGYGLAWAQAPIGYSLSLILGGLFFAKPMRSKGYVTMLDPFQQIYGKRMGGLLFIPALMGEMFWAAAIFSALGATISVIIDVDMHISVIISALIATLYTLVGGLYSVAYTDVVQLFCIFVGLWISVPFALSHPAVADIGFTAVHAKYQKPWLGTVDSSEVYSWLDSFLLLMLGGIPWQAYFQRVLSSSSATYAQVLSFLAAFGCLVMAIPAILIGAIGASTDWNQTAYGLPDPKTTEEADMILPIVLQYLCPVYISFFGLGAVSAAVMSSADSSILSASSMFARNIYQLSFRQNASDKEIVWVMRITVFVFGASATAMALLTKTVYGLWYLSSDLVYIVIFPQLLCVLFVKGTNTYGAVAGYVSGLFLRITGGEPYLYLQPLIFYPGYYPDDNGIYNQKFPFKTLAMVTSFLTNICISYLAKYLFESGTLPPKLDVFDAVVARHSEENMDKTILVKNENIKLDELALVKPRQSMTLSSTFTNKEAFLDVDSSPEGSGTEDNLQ
* = called active by the depositor; i = inactive; · = no result given.

Values run as follows: CHT block	Kir21 block
CCCNC(=O)CSc1nnc(-c2ccccc2Br)n1-c1cccc(C(F)(F)F)c1
→ i	0.18
CN1C(C)(C)CC(NC(=O)c2ccco2)CC1(C)C
→ i	-0.86
O=C(NCCS(=O)(=O)N1CCN(c2cccc(Cl)c2)CC1)c1ccc2c(c1)OCO2
→ i	2.56
O=NNc1nc2ccccc2n1Cc1ccccc1
→ i	1.04
O=C(COC(=O)Cc1ccsc1)Nc1ccc(Cl)c(S(=O)(=O)N2CCOCC2)c1
→ i	0.8
O=C(NCc1ccccc1)C1=C[C@@H](c2coc3ccccc3c2=O)C[C@@H](OCc2ccc(CO)cc2)O1
→ i	-0.74
CCOc1cccc(NC(=O)c2cccc(F)c2)c1
→ i	-1.08
O=c1c2c(-c3ccccc3)csc2ncn1/N=C/c1ccc(O)c([N+](=O)[O-])c1
→ i	1.04
CCCC/C(=N\NC(=O)c1ccc(Br)o1)c1ccccc1
→ i	0.27
NC(=O)SCC(=O)Nc1ccccc1C(=O)O
→ i	-0.89
COc1cccc2cc(C(=O)Oc3ccccc3)c(=O)oc12
→ i	-0.14
CCOc1cc(CNc2ccccc2)cc(Br)c1OCc1ccc(F)cc1
→ i	0.38
Cc1ccc(NC2Sc3ccccc3NC2=O)cc1Cl (stereo unspecified)
→ i	1.19
O=C(NC1=NCCS1)c1ccc(Cl)c(S(=O)(=O)N2CCCCCC2)c1
→ i	-2.04
O=C(Nc1ccc(-c2nnco2)cc1)c1ccccc1
→ i	0.1
CCN(Cc1cnn(C)c1)Cc1nc(Cc2ccccc2Cl)no1
→ i	-0.89
COCCn1cnc2c1c(=O)n(CC(=O)OCC(=O)NCCCc1ccccc1)c(=O)n2Cc1ccccc1
→ i	-1.02
Cc1cc(=O)n(C)c(=O)n1CCCCOc1ccc([N+](=O)[O-])cc1
→ i	1.65
CC(Sc1ncn[nH]1)C(=O)NCc1ccccc1 (stereo unspecified)
→ i	-0.21
Cc1cccc(OCc2nnc(SCC(=O)N3CCN(C(=O)c4ccco4)CC3)n2C)c1C
→ i	0.01
Cc1ccc2[nH]c3c(c2c1)CN(C(=O)CN1CCCCC1)CC3
→ i	0.1
O=C(NCCc1ccccc1)c1cccnc1N1CCCCCC1
→ i	-2.63
CCN(CC)c1nc2cc(C)ccc2cc1/C=C(\C#N)C(N)=O
→ i	-0.19
Cc1oc2cc3oc(=O)c(CCC(=O)NCCCN4CCOCC4)c(C)c3cc2c1C
→ i	-0.25
Cc1ccc(S(=O)(=O)NNC(=O)CCC(=O)Nc2ccc(C)c(C)c2)cc1
→ i	1
O=C(CSc1ncn[nH]1)Nc1ccccc1C(=O)O
→ i	0.33
O=C(COC(=O)c1cccs1)Nc1ccccc1C(F)(F)F
→ i	-0.62
N#CCCSc1ncnc2c1oc1ccccc12
→ i	0.01
CC(=O)C1=C(O)C(=O)N(CCc2c[nH]c3ccccc23)C1c1cccc(O)c1 (stereo unspecified)
→ i	-0.02
COc1ccc(S(=O)(=O)N2CCOC2CNC(=O)C(=O)NCc2ccco2)cc1OC (stereo unspecified)
→ i	-0.55
CC(C)c1ccc(-c2nc(N3CCCCC3)[nH]c(=O)c2C#N)cc1
→ i	0.09
COc1cccc(NC(=O)C(=O)NCCCN2CCCC2=O)c1
→ i	-0.45
CCOCCc1nnc(NC(=O)Cc2ccc(Br)cc2)s1
→ i	-0.61
CC(C)N(C)S(=O)(=O)c1ccc(Cl)c(C(=O)O)c1
→ i	0.32
CSc1ccc(C(=O)C2CCCN(C(=O)c3nn(C)c(=O)c4ccccc34)C2)cc1 (stereo unspecified)
→ i	-1.37
NC(=O)CN1CCN(C(=O)NC2CCCCC2)CC1
→ i	-1.3
CCOC(=O)CSc1nnc(-c2ccccc2)c(=O)[nH]1
→ i	-0.94
CCCN(CC1CC1)C(=O)CCc1nnc(C(OC)c2ccccc2)o1 (stereo unspecified)
→ i	-0.69
Cc1cccc(NC(=O)c2cc(Cl)sc2Cl)c1C
→ i	1.16
Cc1ccccc1N1CCN(C2CCCN(C(=O)c3ocnc3C)C2)CC1 (stereo unspecified)
→ i	0.01
CC12CC3(C)CC(C)(C1)CC(C(=O)NCCc1ccc(S(N)(=O)=O)cc1)(C2)C3
→ i	0.49
COC(=O)c1ccc(COC(=O)c2ccc(SC)cc2OC)cc1
→ i	-1.09
CCNS(=O)(=O)c1ccc(NC(=O)Nc2ccccc2OC)cc1
→ i	0.01
CCCCOc1ccccc1NC(=O)CC1Nc2ccccc2NC1=O (stereo unspecified)
→ i	-0.08
O=C(CSc1nc2ncccc2[nH]1)NC1CCCC1
→ i	-0.67
Cc1ccc(CC2CC(=O)N(c3ccc(Cl)cn3)C2=O)cc1 (stereo unspecified)
→ i	1.19
Cc1ccc2c(c1)CC1(CN2C)C(=O)OC(C)(C)OC1=O
→ ·	0
COc1ccccc1N(CC(=O)Nc1ccccc1C(=O)N1CCCC1)S(C)(=O)=O
→ ·	-0.69
COc1ccc(-c2nnn(-c3cc(Cl)cc(Cl)c3)c2N)cc1
→ i	0.08
S=c1[nH]nc(COc2ccccc2)n1/N=C/c1c(Cl)cccc1Cl
→ i	0.01
COCCNC(=O)c1ccccc1NC(=O)c1cccc([N+](=O)[O-])c1C
→ i	0.64
O=C(Nc1ccn(Cc2c(F)c(F)cc(F)c2F)n1)c1ccc(COc2ccc(Cl)cc2Cl)o1
→ i	-1.5
O=C(COc1ccc(Br)cc1Br)NN1C(=O)c2ccccc2C1=O
→ i	-0.12
NC1=NC(c2ccccc2)N=C(Nc2ccccc2)N1 (stereo unspecified)
→ i	0.1
CC(=O)c1cccc(NS(=O)(=O)c2ccc(NC(=O)N3CCCCC3)cc2)c1
→ i	0.1
Cc1ccnc(NS(=O)(=O)c2ccc3ccccc3c2)n1
→ i	1.25
NC(=S)N/N=C1\CC(n2nnn(-c3cccc(Cl)c3)c2=S)C2COC1O2 (stereo unspecified)
→ i	0.5
CC(C(=O)NCc1ccco1)n1nc(-c2ccccc2)c2cc(Cl)ccc21 (stereo unspecified)
→ i	-0.01
O=C(O)CCC(=O)N1CN2CN(C(=O)CCC(=O)O)CC([N+](=O)[O-])(C2)C1
→ i	-0.88
O=C(NCc1cn2ccsc2n1)Nc1cccc(Cl)c1
→ i	2.4

Entries of single compounds, looked up by structure:
Profile of `NC(=O)CN1CCN(C(=O)NC2CCCCC2)CC1` : CHT block = i; Kir21 block = -1.3
Profile of `O=C(Nc1ccn(Cc2c(F)c(F)cc(F)c2F)n1)c1ccc(COc2ccc(Cl)cc2Cl)o1` : CHT block = i; Kir21 block = -1.5

Next compounds.
Values run as follows: CHT block	Kir21 block
Cc1ccc2[nH]c(O)c(N=O)c2c1
→ i	-3.52
Cc1csc2ncnc(N3CCN(C(=S)Nc4ccc(C(F)(F)F)cc4)CC3)c12
→ i	-1.29
O=C(NCCCN1CCOCC1)Nc1ccc(Cc2ccc(NC(=O)NCCCN3CCOCC3)cc2)cc1
→ i	0.69
Cc1cccc(NC(=O)CN(C)S(=O)(=O)c2cccs2)c1
→ i	-0.7
Cc1ccc(S(=O)(=O)c2nc(C(C)(C)C)oc2N2CCOCC2)cc1
→ i	0.09
CCN(CC)CCNC(=O)c1cc2cc(Br)ccc2s1
→ i	-1.59
COc1ccc(NC(=O)CSc2nnnn2C2CCCCC2)c(OC)c1
→ i	0.05
CCN1C(=O)CC(N2CCN(c3ccc(C(=O)c4ccncc4)cc3)CC2)C1=O (stereo unspecified)
→ i	1.43
Cc1cccc(C)c1NC(=O)CSc1nnc(NC(=O)CN2CCOCC2)s1
→ i	0.86
CC1(C)CC(=O)C2=C(C1)OC(c1ccncc1)C(C#N)=C2N (stereo unspecified)
→ i	0.8
CCCC(CCC)C(=O)Nc1ccc2c(c1)N(C(=O)CCN1CCN(C)CC1)c1ccccc1CC2
→ i	0.26
O=C(O)c1cccc(S(=O)(=O)N2CCCC(c3nc4c(nnn4Cc4ccc(F)cc4)c(=O)[nH]3)C2)c1 (stereo unspecified)
→ i	-1.62
CCCCn1c(=O)nc2n(-c3ccc(C)cc3)c3ccccc3cc-2c1=O
→ i	0.82
CCOC(=O)C1=C(C)N=C2SC(C)C(=O)N2C1c1ccc(OCC)c(OCC)c1 (stereo unspecified)
→ i	0.07
O=C(COc1ccc2ccccc2c1)Nc1cccc2cccnc12
→ i	1.67
COc1ccc(CC(=O)Nc2ccc(-c3cn4ccccc4n3)cc2)cc1OC
→ i	-1.25
Cc1ccc(N=Cc2c(O)ccc3ccccc23)cc1F
→ i	1.85
O=C(O)c1ccccc1-c1ccc(/C=C/c2cc(C(F)(F)F)[nH]c(=O)n2)o1
→ ·	-14
O=S(=O)(O)c1cc(O)ccc1O
→ i	·
COc1cc(CN(C(=S)NCC(=O)NC2CCCC2)C2CCCC2)cc(OC)c1OC
→ i	-0.12
O=C(CN(Cc1ccccc1)S(=O)(=O)c1ccc(Br)cc1)NCC1CCCO1 (stereo unspecified)
→ i	-2.15
CC(=O)c1cccc(NC(=O)C2CCCN(S(=O)(=O)c3ccccc3)C2)c1 (stereo unspecified)
→ i	0.07
CN(Cc1cn(C)c2ccccc12)C(=S)Nc1cc(F)cc(F)c1
→ i	-1.25
CCOC(=O)N1CCN(C(=O)COc2cc(=O)n(CC)c3ccccc23)CC1
→ i	1.15
CC(NC(=O)CNC(=O)Cc1cccc2ccccc12)c1ccc(S(N)(=O)=O)cc1 (stereo unspecified)
→ i	1.18
COc1ccc(OCC(=O)Nc2ccc(NC(=O)c3ccco3)c(C)c2)cc1
→ ·	2.46
CCC1CCCCN1CC(=O)Nc1cc(C)nn1-c1nc(C)cc(C)n1 (stereo unspecified)
→ i	-0.25
N#Cc1ccc(OCC(=O)OCCCOC(=O)COc2ccc(C#N)cc2)cc1
→ i	1.83
CC(=O)Nc1cccc(-c2nnc(-c3ccc(C)cc3)o2)c1
→ i	0.05
O=C(CSc1nnnn1-c1cccc2ccccc12)Nc1ccc(N2CCOCC2)c(Cl)c1
→ i	-0.53

As entered above.
For Kir21 block, O=C(CN(Cc1ccccc1)S(=O)(=O)c1ccc(Br)cc1)NCC1CCCO1 (stereo unspecified) reads -2.15
For Kir21 block, Cc1ccc(S(=O)(=O)c2nc(C(C)(C)C)oc2N2CCOCC2)cc1 reads 0.09

(next part)
Values run as follows: CHT block	Kir21 block
O=C1CN(S(=O)(=O)c2ccc(Cl)cc2)c2ccccc2N1
→ i	-2.71
CCN(CC)C(=O)c1cccc(NC(=O)c2ccc3c(=O)n4c(nc3c2)CCC4)c1
→ i	-1.6
COc1ccc(C(=O)NC(=S)Nc2ccc(N3CCOCC3)cc2)cc1Cl
→ i	-1.13
Cc1cc(Br)ccc1NC(=O)CN1C(=O)C2C3CC(c4ccccc4)C(C3)C2C1=O (stereo unspecified)
→ i	0.03
COc1ccccc1NS(=O)(=O)c1cccc(C(=O)NCC(c2ccco2)N(C)C)c1 (stereo unspecified)
→ i	0.3
O=C(NCc1ccc2c(c1)OCO2)C1CC(=O)N(C2CCCCCC2)C1 (stereo unspecified)
→ i	0.73
CCC1CN(C(=O)N2CCC(C(=O)NCc3ccc(C)o3)CC2)c2ccccc2O1 (stereo unspecified)
→ i	-0.36
O=C(O)C1C2C=CC(C2)C1C(=O)NCc1ccoc1 (stereo unspecified)
→ i	1.54
CC1Cc2ccccc2N1S(=O)(=O)c1cccc(C(=O)NCCCO)c1 (stereo unspecified)
→ i	0.47
CCN(CC)c1ccc(/C=N/NC(=O)c2cnccn2)cc1
→ ·	2.29
C=CCN1C(=O)C(O)(CC(=O)c2ccco2)c2cc(Br)ccc21 (stereo unspecified)
→ i	-1.78
CCCN(C(=O)C1CCCN(c2ncnc3c2nc2n3CCCCC2)C1)c1ccc(F)cc1 (stereo unspecified)
→ i	1.09
O=C(/C=C/NNC(=O)c1cccc(Br)c1)c1ccccc1
→ i	-0.81
CN(C(=O)c1ccccn1)C1(C(=O)NC2CCCCC2)CCCCC1
→ i	-0.78
C/C(Cc1ccccc1)=N\NC(=O)CNC(=O)Cc1ccc(Cl)cc1
→ i	-0.08
CNC(=O)NC(=O)C(NC1CCCc2ccccc21)c1ccccc1 (stereo unspecified)
→ i	-1.37
N#C/C(=C(/O)CSc1ncn[nH]1)c1nc2ccccc2[nH]1
→ i	0.11
Cc1cc(C(F)(F)F)n2nc(C)c(-c3ccc(Cl)cc3)c2n1
→ i	1.22
CC(C)(C)OC(=O)N1CCN(C(=O)c2[nH]cnc2C(=O)N[C@@H](Cc2ccccc2)C(=O)OCc2ccccc2)CC1
→ i	1.01
CC(C)CNC(=O)CC(c1ccccc1)c1ccccc1
→ i	0.8
O=C(c1ccco1)N1CCN(Cc2cc(=O)c(OCc3ccc(F)cc3)co2)CC1
→ i	-0.72
CCOC(=O)c1c(C)n(C)c2ccc(OCC(O)CNCCc3ccccc3)cc12 (stereo unspecified)
→ i	-0.98
CCOc1ccc(CN2CCCC(CO)(Cc3ccccc3F)C2)cc1 (stereo unspecified)
→ i	-0.54
COc1ccc(C(=O)N2CCN(S(=O)(=O)c3ccc(C)cc3C)CC2)cc1OC
→ i	-0.84
O=C(O)C(c1ccccc1)N1C(=O)c2ccccc2C1=O (stereo unspecified)
→ i	-0.04
CC(C)N(Cc1nc(-c2ccc(Cl)cc2)no1)C(=O)CCCN1C(=O)c2ccccc2C1=O
→ ·	0.57

Some of these compounds in order of the Kir21 block value, low to high.
SMILES,CHT block,Kir21 block
CCOC(=O)c1c(C)n(C)c2ccc(OCC(O)CNCCc3ccccc3)cc12 (stereo unspecified),i,-0.98
O=C(c1ccco1)N1CCN(Cc2cc(=O)c(OCc3ccc(F)cc3)co2)CC1,i,-0.72
COc1ccccc1NS(=O)(=O)c1cccc(C(=O)NCC(c2ccco2)N(C)C)c1 (stereo unspecified),i,0.3
CCN(CC)c1ccc(/C=N/NC(=O)c2cnccn2)cc1,·,2.29

Screens deposited in PubChem BioAssay by Johns Hopkins Ion Channel Center.
